Screening data: PubChem BioAssay, several laboratories
PRMT1 inh = inhibitors of human PRMT1; Q99873; recombinant PRMT1, activity-based probe fluorescence polarization; inhibition, % at 2.79 µM; hit rate 1.3% among 370,000;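 active = inhibition above about 21% made by adding two undisclosed values, limit read from the data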
LEDGF integ inh = blocks HIV-1 LEDGF/p75-dependent DNA integration; TR-FRET IN-LEDGF/p75 DNA integration, Eu/Cy5; inhibition, % at 3.7 µM; hit rate 0.64% among 370,000;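 active = inhibition above the screen-wide mean plus 3 SD, cut at about 13% in these data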;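 also: signal is the Cy5 over europium emission ratio at 671 and 618 nm; 0% = plate median of compound wells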
TCR CD3 inh = human TCR-CD3 binding inhibition; TAMRA-labeled TCR probe fluorescence, biochemical; hit rate 0.37% among 360,000; inhibition, % at 9.4 µM; in the data active = inhibition above about 19%;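 also: recombinant mutant TCR 2C K166C tagged with TAMRA read by polarization; 0% = receptor in buffer alone and 100% = receptor with positive control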
TDP2 inh = TDP2 (human) inhibition, absorbance primary screen; O95551; recombinant TDP2, T5PNP hydrolysis, p-nitrophenol absorbance 415 nm; inhibition, % at 12.8 µM; hit rate 0.34% among 370,000; AID 720702;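 active = inhibition above the mean of all tested compounds plus 3 SD, set per campaign, cut at about 25% in these data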;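 also: 0% = DMSO with enzyme and 100% = buffer with substrate but no TDP2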
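System: recombinant human TDP2 / Amount: 120 nM TDP2 per well / Also added: 5 mM T5PNP chromogenic substrate / Doses: 12.8 µM single point, 1% DMSO / Incubation: 2 h at 37 °C / Detection: p-Nitrophenol epi absorbance / Evaluation: % inhibition relative to enzyme-containing and enzyme-free wells / Repeats: singlicate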
HTRA1 inh = inhibitors of human serine peptidase HTRA1. AID 504803. recombinant HTRA1, FP-rhodamine activity-based probe, fluorescence polarization. inhibition, % at 5.96 µM. hit rate 0.5% among 340,000. Q92743; in the data active = inhibition above about 36%;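 also: 0% = enzyme with DMSO and 100% = wells lacking enzyme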
Target sequence (Q92743 whole entry, looked up): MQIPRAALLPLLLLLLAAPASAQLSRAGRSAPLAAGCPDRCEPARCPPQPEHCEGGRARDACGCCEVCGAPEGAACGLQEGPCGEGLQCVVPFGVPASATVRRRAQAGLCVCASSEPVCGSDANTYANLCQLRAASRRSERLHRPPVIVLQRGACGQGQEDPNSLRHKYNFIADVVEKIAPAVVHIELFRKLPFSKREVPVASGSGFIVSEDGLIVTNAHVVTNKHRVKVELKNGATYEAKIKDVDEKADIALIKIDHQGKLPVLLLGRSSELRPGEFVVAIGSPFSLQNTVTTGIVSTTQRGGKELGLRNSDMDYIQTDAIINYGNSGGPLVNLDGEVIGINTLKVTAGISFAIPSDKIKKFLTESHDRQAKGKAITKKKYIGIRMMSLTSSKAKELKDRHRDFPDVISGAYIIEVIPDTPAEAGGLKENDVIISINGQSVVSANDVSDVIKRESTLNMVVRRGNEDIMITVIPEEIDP
rCAG RNA binder = r(CAG) repeat RNA binding. TO-PRO-1 dye displacement fluorescence. inhibition, % at 3 µM. hit rate 1.3% among 370,000. AID 651821;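 active = inhibition above the plate cutoff, the mean of all test compounds on that plate plus 3 SD, cut at about 35% in these data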;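 also: 0% = DMSO alone and 100% = 100 µM mitoxantrone as full dye displacement; higher means more dye released from RNA so lower well fluorescence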
NR1D1 modulator = Rev-erb alpha (human) modulation | P20393 | Rev-erbα–FITC-DNA binding, fluorescence polarization, 90 min | activity, % at 10 µM | hit rate 0.79% among 370,000 | AID 1259318;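 active = activity above about 14%, limit read from the data; passing the limit was not always enough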;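 also: 0% = DMSO wells with 35 nM protein and 100% = DMSO wells with 750 nM protein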
mABHD4 FP = ABHD4 (mouse) inhibition, primary FP screen; Q8VD66; hit rate 0.54% among 370,000; inhibition, % at 8.92 µM; purified mABHD4, FP-Rh probe fluorescence polarization;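 active = inhibition exceeding the mean over every tested compound plus 3 SD, cut at about 30% in these data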;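 also: 0% = plate median of compound wells and 100% = S159A mutant with DMSO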
Target sequence (Q8VD66 whole entry, looked up): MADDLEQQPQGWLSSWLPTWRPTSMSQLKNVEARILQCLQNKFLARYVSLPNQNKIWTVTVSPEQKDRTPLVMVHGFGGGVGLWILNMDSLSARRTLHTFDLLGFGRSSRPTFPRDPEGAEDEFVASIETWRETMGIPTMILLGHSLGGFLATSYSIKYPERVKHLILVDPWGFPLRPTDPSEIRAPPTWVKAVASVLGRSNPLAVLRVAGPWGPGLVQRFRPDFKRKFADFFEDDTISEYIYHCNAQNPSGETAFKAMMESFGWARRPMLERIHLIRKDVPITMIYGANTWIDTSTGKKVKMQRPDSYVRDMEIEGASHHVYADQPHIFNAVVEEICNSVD
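Test system: mouse ABHD4 enzyme, wild type. Reagent: FP-Rh fluorescent activity-based probe, added after compound pre-incubation. Timing: pre-incubation 45 min, probe exposure 60 min, at 25 °C. Technique: FP readout, ex 525 nm / em 598 nm. Benchmarks: high control S159A mutant with DMSO, low control median of compound wells.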
PG9 Ab binder = small molecules binding HIV-1 gp120 antibody PG9. TR-FRET gp120-PG9 antibody binding. inhibition, % at 6.7 µM. hit rate 0.43% among 360,000. AID 624416; in the data active = inhibition above about 8.5%
SIAE inh = inhibitors of human sialic acid acetylesterase SIAE. SIAE FP-Rh probe binding, fluorescence polarization. hit rate 0.69% among 370,000. inhibition, % at 9.66 µM. AID 1053197. Q9HAT2;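 active = inhibition above a cutoff: mean of compounds within the control limits plus 3 SD of those, cut at about 17% in these data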;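 also: 0% = plate median of compound wells and 100% = probe without SIAE protein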
Active calls of the source: *; x = no result given. An excerpt, so the mix of outcomes need not match the whole.

[1] O=C(Nc1ccc2[nH]c(=O)[nH]c2c1)c1ccc([N+](=O)[O-])o1
[2] O=C(NC(=S)Nn1cnnc1)c1ccc(F)cc1Cl
[3] O=C(Nc1cccc([N+](=O)[O-])c1)Nc1cccs1
[4] Cc1cccc(N(C(=O)c2csnn2)C(C(=O)NCc2ccccc2)c2ccncc2)c1 (stereo not given)
[5] COc1ccc(C(=O)N2CCOC2CNC(=O)C(=O)NCc2ccc3c(c2)OCO3)cc1 (stereo not given)
[6] O=C(c1cccs1)N1CCC(c2ccccc2)C1 (stereo not given)
[7] COc1cc(COc2ccc3c(C)c(Cc4ccccc4)c(=O)oc3c2)cc(OC)c1OC
[8] CC1CCN(C(=O)CSc2nc(=O)n3ccccc3n2)CC1

Compound	1	2	3	4	5	6	7	8
PRMT1 inh	0	-1	1	-1	0	-2	2	-3
LEDGF integ inh	7	3	-1	0	-2	-2	3	0
TCR CD3 inh	1	5	-7	5	-2	1	-6	3
TDP2 inh	0	5	10	-22	-4	9	-3	0
HTRA1 inh	11	-2	14	-3	4	-3	-3	3
rCAG RNA binder	3	-1	3	1	2	-7	3	0
NR1D1 modulator	-4	6	1	-5	4	4	0	-4
mABHD4 FP	5	0	5	-11	-2	-1	-4	0
PG9 Ab binder	-2.3	-0.1	2.7	-3.0	0.1	0.3	1.1	0.4
SIAE inh	5	-1	15	-13	0	2	-5	6

[9] CC(=O)c1ccc(OC(=O)CN2C(=O)c3ccccc3C2=O)cc1
[10] Cc1cccnc1NC(=O)CSc1nnc(Cc2ccccc2)o1
[11] CC1(C)Cc2c(sc(NC(=O)COc3cccc4ccccc34)c2C#N)C(C)(C)N1
[12] COc1cc(C(C)=O)ccc1COc1ccc(C(=O)OC(C)C(=O)NC(N)=O)cc1OC (stereo not given)
[13] CC1(C(=O)NC2CCCCCCC2)CCC(=O)N1CCN1CCOCC1 (stereo not given)
[14] CC1=C(C(=O)O)N2C(=O)C(NC(=O)c3ccc(F)cc3)C2SC1 (stereo not given)
[15] CC(C)C1COS(=O)(=O)NC1CC(=O)SC(C)(C)C (stereo not given)
[16] O=C(Nc1cccc(Cl)c1)c1csc([C@H]2C[C@H](O)[C@@H](CO)O2)n1

Compound	9	10	11	12	13	14	15	16
PRMT1 inh	-2	2	-6	-2	-6	5	0	-1
LEDGF integ inh	-2	1	2	2	-1	-2	0	2
TCR CD3 inh	-7	6	2	-3	-4	4	3	0
TDP2 inh	-5	3	-12	-1	-8	-15	8	-6
HTRA1 inh	-3	4	4	-8	4	1	0	x
rCAG RNA binder	-2	-3	0	-1	-4	0	-5	3
NR1D1 modulator	9	-6	7	1	-1	0	1	-5
mABHD4 FP	2	3	-5	1	0	9	3	-3
PG9 Ab binder	-3.2	-1.1	-3.0	-0.5	0.6	-0.8	-0.6	-0.3
SIAE inh	-2	-9	-9	-14	-9	2	-2	-3

[17] CCN(CC(=O)NCc1cccs1)S(=O)(=O)c1ccc(F)c(F)c1F
[18] CCC1CCCCN1Cc1ccc(OC)c(C)c1 (stereo not given)
[19] CCC(C)C(Nc1ccc(C(=O)OC)cc1[N+](=O)[O-])C(=O)OC (stereo not given)
[20] CC(C)CNC(=O)c1cccc(NC(=O)COc2ccc([N+](=O)[O-])cc2)c1
[21] CCOc1ccc(S(=O)(=O)N2CCC(C(=O)N3CCCCCC3)CC2)cc1Cl
[22] COc1cc(Cl)ccc1OCc1cc(C(=O)NCCCN2CCCC2=O)no1
[23] Cc1cccc(-n2ncc3c(N(CCO)CCO)ncnc32)c1
[24] COc1cccc(-c2nn(-c3ccccc3)cc2/C=C(\C#N)C(=O)NCCCn2ccnc2)c1

Compound	17	18	19	20	21	22	23	24
PRMT1 inh	2	0	2	0	-3	3	-5	-3
LEDGF integ inh	-2	0	-5	-3	-2	-2	5	4
TCR CD3 inh	-5	4	-1	1	7	-5	3	1
TDP2 inh	5	0	-8	-3	-8	-3	-5	-1
HTRA1 inh	0	6	-7	-2	-8	2	-1	-64
rCAG RNA binder	-3	-5	-5	-1	-5	-3	2	4
NR1D1 modulator	1	1	-1	-1	5	-2	-3	1
mABHD4 FP	4	4	-3	6	7	-1	1	-18
PG9 Ab binder	0.7	0.1	-0.8	-2.2	-1.9	-0.5	0.5	-2.4
SIAE inh	0	8	-2	-2	5	-2	2	-5

[25] O=C(O)c1ccc(S(=O)(=O)c2ccc3c(c2)C(=O)N(c2ccc(O)cc2)C3=O)cc1
[26] Cc1nnc2ccc(-c3ccc(NC(=O)c4cccnc4Cl)cc3)nn12
[27] CCOc1ccc(NC(=S)NC2CC3CCC(C2)N3Cc2ccco2)cc1 (stereo not given)
[28] CC1(C)CC(C(CC(=O)N2CCCC2)Cc2ccccc2)CCO1 (stereo not given)
[29] CCOC(=O)C1=CCN(S(=O)(=O)c2ccc(C)cc2)C1c1cccc(Br)c1 (stereo not given)
[30] Brc1ccc(-c2cnco2)cc1
[31] Cc1nc(-c2cccs2)ccc1C(=O)O
[32] CCc1ccc(CNC(=O)C2CCCN(c3nnc(C)c4c(C)n(-c5ccccc5)nc34)C2)cc1 (stereo not given)

Compound	25	26	27	28	29	30	31	32
PRMT1 inh	19	7	2	1	1	0	3	0
LEDGF integ inh	16*	-3	-2	2	0	1	2	1
TCR CD3 inh	11	0	-3	1	-5	10	2	3
TDP2 inh	38*	-5	6	-3	0	14	3	6
HTRA1 inh	14	1	-3	-2	x	1	6	-29
rCAG RNA binder	1	5	-6	42*	1	1	8	-9
NR1D1 modulator	-5	-4	3	-1	0	-4	5	-9
mABHD4 FP	92*	4	2	-6	-13	-1	2	-8
PG9 Ab binder	-1.2	0.5	0.1	-1.5	0.9	0.5	4.0	0.9
SIAE inh	8	-4	3	-1	4	2	2	-7

Single records, from the list above:
Cc1nnc2ccc(-c3ccc(NC(=O)c4cccnc4Cl)cc3)nn12 is entered as PRMT1 inh: 7; LEDGF integ inh: -3; TCR CD3 inh: 0; TDP2 inh: -5; HTRA1 inh: 1; rCAG RNA binder: 5; NR1D1 modulator: -4; mABHD4 FP: 4; PG9 Ab binder: 0.5; SIAE inh: -4
Brc1ccc(-c2cnco2)cc1 is entered as PRMT1 inh: 0; LEDGF integ inh: 1; TCR CD3 inh: 10; TDP2 inh: 14; HTRA1 inh: 1; rCAG RNA binder: 1; NR1D1 modulator: -4; mABHD4 FP: -1; PG9 Ab binder: 0.5; SIAE inh: 2

The list continues.
[33] COc1ccc(Cl)cc1NC(=O)CN(C)Cc1cccs1
[34] Cc1ccc(-c2nc(CS(=O)CC(=O)NCCN(CC(C)C)CC(C)C)c(C)o2)cc1 (stereo not given)
[35] Cc1ccc(S(=O)(=O)N2CCC(NC(=O)c3ccccc3)CC2)cc1
[36] Cc1ccc(S(=O)(=O)N(C)Cc2ccc(C(=O)N/N=C/c3ccc(OC(F)F)cc3)cc2)cc1
[37] C/C(=N\NC(=O)c1ccccc1C)c1cccnc1
[38] COc1cccc(Cn2cnc3c(sc4nc(C)cc(C)c43)c2=O)c1
[39] Oc1c(C=C2N=c3ccccc3=N2)sc(=S)n1-c1ccc2ccccc2c1
[40] O=C(N[C@H]1CCC(=O)N([C@H](CSc2ccccc2)Cc2ccccc2)CC1)OCc1ccccc1

Compound	33	34	35	36	37	38	39	40
PRMT1 inh	4	-2	2	0	3	0	3	-5
LEDGF integ inh	-3	-2	-4	-1	-2	1	-2	1
TCR CD3 inh	-6	2	2	0	0	0	0	3
TDP2 inh	15	0	14	-11	8	12	8	-4
HTRA1 inh	-22	3	-2	2	-2	-2	-3	-40
rCAG RNA binder	-2	-4	-5	0	0	6	6	-6
NR1D1 modulator	1	-4	3	2	3	5	1	6
mABHD4 FP	-3	-4	5	-2	-2	-4	2	-14
PG9 Ab binder	-1.3	-0.8	-2.1	-1.9	-1.0	0.5	-0.1	-2.6
SIAE inh	2	-4	1	-4	0	-7	4	-5

[41] O=S(=O)(c1ccccc1)N1CCN(C(=S)NCc2ccccc2)CC1
[42] CCc1nnc(NS(=O)(=O)c2ccc(NC(=O)/C=C/c3ccc(OC)cc3OC)cc2)s1
[43] N#C/C(=N\Nc1cccc(F)c1)C(=N)N1CCCCCC1
[44] O=C(/C=C/c1ccccc1[N+](=O)[O-])NCc1cccnc1
[45] CSc1nsc(SC)c1NC(=O)OC1CCCCC1
[46] COc1ccc(C(=O)N2CCN(S(=O)(=O)c3ccc(C)cc3)CC2)cc1S(=O)(=O)N1CCOCC1

Compound	41	42	43	44	45	46
PRMT1 inh	0	0	0	-2	18	0
LEDGF integ inh	1	0	0	-1	1	1
TCR CD3 inh	4	0	-1	9	-1	0
TDP2 inh	5	7	-12	-5	-1	0
HTRA1 inh	-7	-79	1	2	-6	3
rCAG RNA binder	2	82*	-4	2	-3	2
NR1D1 modulator	2	-4	8	-4	1	-1
mABHD4 FP	-6	-105	5	2	3	-5
PG9 Ab binder	1.1	-3.0	-2.4	-2.8	1.7	0.5
SIAE inh	-7	-69	4	0	1	2

Structures listed so far containing a halogen, in the order listed:
[2] O=C(NC(=S)Nn1cnnc1)c1ccc(F)cc1Cl
[14] CC1=C(C(=O)O)N2C(=O)C(NC(=O)c3ccc(F)cc3)C2SC1 (stereo not given)
[16] O=C(Nc1cccc(Cl)c1)c1csc([C@H]2C[C@H](O)[C@@H](CO)O2)n1
[17] CCN(CC(=O)NCc1cccs1)S(=O)(=O)c1ccc(F)c(F)c1F
[21] CCOc1ccc(S(=O)(=O)N2CCC(C(=O)N3CCCCCC3)CC2)cc1Cl
[22] COc1cc(Cl)ccc1OCc1cc(C(=O)NCCCN2CCCC2=O)no1
[26] Cc1nnc2ccc(-c3ccc(NC(=O)c4cccnc4Cl)cc3)nn12
[29] CCOC(=O)C1=CCN(S(=O)(=O)c2ccc(C)cc2)C1c1cccc(Br)c1 (stereo not given)
[30] Brc1ccc(-c2cnco2)cc1
[33] COc1ccc(Cl)cc1NC(=O)CN(C)Cc1cccs1

Compound	2	14	16	17	21	22	26	29	30	33
PRMT1 inh	-1	5	-1	2	-3	3	7	1	0	4
LEDGF integ inh	3	-2	2	-2	-2	-2	-3	0	1	-3
TCR CD3 inh	5	4	0	-5	7	-5	0	-5	10	-6
TDP2 inh	5	-15	-6	5	-8	-3	-5	0	14	15
HTRA1 inh	-2	1	x	0	-8	2	1	x	1	-22
rCAG RNA binder	-1	0	3	-3	-5	-3	5	1	1	-2
NR1D1 modulator	6	0	-5	1	5	-2	-4	0	-4	1
mABHD4 FP	0	9	-3	4	7	-1	4	-13	-1	-3
PG9 Ab binder	-0.1	-0.8	-0.3	0.7	-1.9	-0.5	0.5	0.9	0.5	-1.3
SIAE inh	-1	2	-3	0	5	-2	-4	4	2	2

[36] Cc1ccc(S(=O)(=O)N(C)Cc2ccc(C(=O)N/N=C/c3ccc(OC(F)F)cc3)cc2)cc1
[43] N#C/C(=N\Nc1cccc(F)c1)C(=N)N1CCCCCC1

Compound	36	43
PRMT1 inh	0	0
LEDGF integ inh	-1	0
TCR CD3 inh	0	-1
TDP2 inh	-11	-12
HTRA1 inh	2	1
rCAG RNA binder	0	-4
NR1D1 modulator	2	8
mABHD4 FP	-2	5
PG9 Ab binder	-1.9	-2.4
SIAE inh	-4	4
